High-throughput results: PubChem, several laboratories
IMP-1 inhibitor = inhibitors of Pseudomonas aeruginosa IMP-1 metallo-beta-lactamase; purified IMP-1, nitrocefin hydrolysis, epi-absorbance fluorescence; inhibition, % at 5.6 µM; 290,000 compounds, 0.45% hits; AID 1556;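 active = inhibition above the mean plus 3 SD of all compounds in the same screening run, cut at about 4.5% in these data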;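 note: 0% = IMP-1 with DMSO and 100% = DMSO wells lacking enzyme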
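Assay system: purified recombinant IMP-1 beta-lactamase. Input: IMP-1 0.2 nM before substrate addition. Buffer or medium: Zinc- and detergent-supplemented HEPES buffer, pH 7.1. Schedule: 25 °C, 15 min preincubation, 25 min reaction. Signal: Epi-absorbance fluorescence, 480 nm excitation, 530 nm emission. Evaluation: percent inhibition from optical density relative to buffer-blank wells.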
IDE cell inh = inhibitors of human insulin-degrading enzyme in cells. P14735. HEK cells, FAbetaB cleavage, fluorescence polarization. inhibition, % at 5.59 µM. 320,000 compounds, 0.41% hits. AID 434962;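 active = percent inhibition above the average of all tested compounds plus 3 SD, set per screening campaign, cut at about 16% in these data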;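 note: IDE supplied by intact live HEK cells; FP after avidin binding of uncleaved biotin substrate so inhibition keeps polarization high; 0% = DMSO wells and 100% = 60 µM reference IDE inhibitor Ii1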
PHOSPHO1 inh = blocks human PHOSPHO1 phosphatase activity; recombinant PHOSPHO1, absorbance phosphatase assay; inhibition, % at 13.3 µM; 290,000 compounds, 1.1% hits; in the data active = inhibition above about 60%
Target sequence (Q8TCT1 whole entry, looked up): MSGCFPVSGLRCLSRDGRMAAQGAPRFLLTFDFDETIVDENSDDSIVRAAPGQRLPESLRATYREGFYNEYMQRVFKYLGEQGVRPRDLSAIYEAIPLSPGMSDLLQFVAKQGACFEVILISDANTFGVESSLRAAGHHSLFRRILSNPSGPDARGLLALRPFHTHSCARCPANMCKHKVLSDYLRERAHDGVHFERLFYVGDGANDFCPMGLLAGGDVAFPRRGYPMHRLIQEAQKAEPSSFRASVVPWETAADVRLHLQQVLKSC
GPR7 antagonist = human neuropeptides B/W receptor 1 antagonism; GPR7-expressing cells, fluorescence antagonist assay; AID 1861; P48145; inhibition, % at 4.4 µM; 290,000 compounds, 1.1% hits; in the data active = inhibition above about 16%, passing the limit was not always enough;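 note: cells stimulated with the agonist NPW; 0% = agonist with vehicle and 100% = vehicle without agonist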
Target sequence (P48145 whole entry, looked up): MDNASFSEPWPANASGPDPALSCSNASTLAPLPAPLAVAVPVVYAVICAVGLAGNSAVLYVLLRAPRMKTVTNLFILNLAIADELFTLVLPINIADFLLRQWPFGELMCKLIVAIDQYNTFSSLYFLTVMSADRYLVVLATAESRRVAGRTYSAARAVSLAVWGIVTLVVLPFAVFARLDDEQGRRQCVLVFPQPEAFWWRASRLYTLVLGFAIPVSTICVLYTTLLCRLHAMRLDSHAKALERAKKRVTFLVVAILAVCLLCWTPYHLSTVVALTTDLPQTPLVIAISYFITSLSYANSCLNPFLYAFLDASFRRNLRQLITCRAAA
pCIP destab = compounds decreasing mouse p/CIP protein stability; Q05BA5; decrease of EGFP signal, % at 10 µM; F442A p/CIP-EGFP cells, EGFP fluorescence, 16 h; 290,000 compounds, 0.01% hits;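 active = EGFP signal decrease of at least 30% at 10 µM or well 3 SD below plate mean, unless failing retest; inactive = the rest, including hits failing retest or dose response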; note: some compounds called inactive have numbers as strong as hits; many of its hits are not listed in these tables
NALP1 inh = inhibitors of NALP1 inflammasome in yeast. S. cerevisiae NALP1/ASC/caspase-1 growth, X-gal OD620, 72 h. inhibition, % at 10 µM. 280,000 compounds, 0.61% hits; in the data active = inhibition mostly above about 24%, no sharp cut-off; inactive = mostly below about 32%; note: some compounds called inactive have numbers as strong as hits
PfM18AAP inh = PfM18AAP enzyme inhibition; recombinant PfM18AAP, H-Glu-NHMec fluorogenic cleavage; inhibition, % at 7.35 µM; 290,000 compounds, 1.2% hits; AID 1822;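 active = inhibition above the campaign mean inhibition over all tested compounds plus 3 SD, cut at about 28% in these data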;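 note: 0% = plate median of test compound wells and 100% = 2 mM ZnCl2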
IDE act = boosts human insulin-degrading enzyme activity in HEK cells | P14735 | FAbeta-B cleavage, fluorescence polarization; 0% vehicle, 100% cell-free pure enzyme wells | activation, % at 5.96 µM | 340,000 compounds, 0.073% hits;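 active = activation above the mean of all tested compounds plus 3 SD, set per screening campaign, cut at about 17% in these data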
VIM-2 inh = inhibitors of Pseudomonas aeruginosa VIM-2 metallo-beta-lactamase | purified VIM-2, nitrocefin hydrolysis, epi-absorbance fluorescence | inhibition, % at 5.6 µM | 290,000 compounds, 0.89% hits | AID 1527;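 active = inhibition above the mean of all tested compounds plus 3 SD, cutoff set per screening run, cut at about 7.5% in these data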;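 note: red hydrolysis product quenches plate fluorescence so inhibitors raise well fluorescence; 0% = enzyme with DMSO and 100% = DMSO without enzyme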
* = called active by the depositor; nt = no result given; & = joins results of further samples; ! = a repeat was not active.

SMILES	IMP-1 inhibitor	IDE cell inh	PHOSPHO1 inh	GPR7 antagonist	pCIP destab	NALP1 inh	PfM18AAP inh	IDE act	VIM-2 inh
CN(Cc1ccon1)C(=O)C1CCC(=O)N(CCc2ccc(Cl)cc2)C1 (centres undefined)	-2.3	nt	31	12	-11	8	1	-4	-3.3
CN(C)C(=O)COc1ccc2ccc(=O)oc2c1	3.7	4	1	-19	-2	9	3	1	-2.7
Cc1ccc(S(=O)(=O)c2nc(S(=O)(=O)c3ccccc3)sc2N2CCN(C)CC2)cc1	1.2	-13	34	-3	-5	16	-2	8	-0.7
CC(=O)Nc1ccccc1OCC(O)CS(=O)(=O)c1ccc(C(F)(F)F)cn1 (centres undefined)	-2.6	-1	35	-11	0	9	-6	4	-1.2
CC(C)(CNC(=O)C1CCCN1C(=O)c1cccs1)N1CCOCC1 (centres undefined)	-1.3	3	-7	-13	6	9	-5	-6	1.6
CC(=O)c1cccc(NC(=O)Nc2ccc3c(c2)OCO3)c1	-0.2	nt	47	0	-8	-9	3	-3	-2.1
COc1ccc(N2CCN(C(c3cccs3)C(C)NC(=O)C(=O)N3CCCC3)CC2)cc1 (centres undefined)	-3.3	3	20	-9	-5	26	22	2	-2.0
CCC(=O)Nc1ccc(C(=O)N/N=C/c2ccc([N+](=O)[O-])cc2)cc1	-3.6	2	-14	-7	4	34	-5	1	-3.2
Cc1cccc(N2CCN(CCCNC(=O)C3CCCN(c4ncnc5c4nc4n5CCCCC4)C3)CC2C)c1 (centres undefined)	-0.1	8	43	-2	-3	11	-3	6	2.9
CCc1cc(=O)oc2c3c(cc(OCC(=O)NCc4ccco4)c12)OC(C)(C)CC3	0.8	6	13	41*	1	-5	8	-1	3.6
Cc1cc(Cl)c2oc(C(=O)NCCC3CCCCO3)c(C)c2c1 (centres undefined)	-2.3	3	-32	-20	-2	5	1	1	-0.4
CCCCN(c1ccccc1)S(=O)(=O)c1cccc(C(=O)O)c1	-0.2	-1	32	0	11	-8	-2	4	-2.4
O=c1c2cc(NC(=S)NC3CCN(Cc4ccccc4)CC3)ccc2nc2n1CCCCC2	-2.0	7	20	3	4	15	-1	5	1.3
O=S(=O)(N1CCOCC1)n1cnc2ccccc21	0.1	5	0	-13	-19	-1	-4	-1	-3.2
O=C(NCCN1C(=O)S/C(=C\c2ccc(F)cc2)C1=O)C1CCN(S(=O)(=O)c2cccs2)CC1	-2.6	3	-24	-3	-9	28	-1	1	-3.0
Cn1c(C(=O)Nc2ccc3c(c2)OCO3)cc2sccc21	-0.6	7	-30	-7	-1	-2	5	-9	-2.4
O=C(CN1C(=O)CCC1=O)NCC12CC3CC(CC(C3)C1)C2	1.1	-4	-31	-9	-12	2	-6	6	-0.5
S=C(NCCc1ccccn1)NC1CC2CCC1C2 (centres undefined)	-3.4	1	22	-8	-15	nt	-11	6	-1.6
Nc1c(C(=O)Nc2ccc(F)cc2)nnn1-c1cccc(C(F)(F)F)c1	-1.8	7	-1	-10	-5	2	2	10	-2.2
Cc1ccc(C)c(NCC(=O)NNC(=S)Nc2ccccc2)c1	-3.9	0	-55	1	-12	-3	17	4	-3.0
CCCSc1ccc(-c2nn(-c3ccccc3)cc2/C=C(/C#N)C(=O)N2CCOCC2)cc1	-1.8	0	16	-15	5	15	3	0	-2.6
CC(=O)Nc1ncc2c(n1)CC(c1ccco1)CC2=O (centres undefined)	-1.5	3	17	-7	-17	0	-16	2	0.0
Fc1ccc2c(c1)C(c1ccncc1)=NNC(c1ccccc1)=N2	-3.0	0	-3	-3	-7	-3	1	-1	-3.5
O=C(NNC(=O)c1ccc(NC(=O)C2CC2)cc1)c1ccc(F)cc1	-5.3	nt	12	-19	-17	3	-10	-1	-2.1
CC1CCCN(S(=O)(=O)c2cccc3nonc23)C1 (centres undefined)	-2.5	nt	47	-7	-19	2	8	-3	-3.6

With a hit mark in GPR7 antagonist, of those listed so far:
SMILES	IMP-1 inhibitor	IDE cell inh	PHOSPHO1 inh	GPR7 antagonist	pCIP destab	NALP1 inh	PfM18AAP inh	IDE act	VIM-2 inh
CCc1cc(=O)oc2c3c(cc(OCC(=O)NCc4ccco4)c12)OC(C)(C)CC3	0.8	6	13	41*	1	-5	8	-1	3.6

(list continues)
SMILES	IMP-1 inhibitor	IDE cell inh	PHOSPHO1 inh	GPR7 antagonist	pCIP destab	NALP1 inh	PfM18AAP inh	IDE act	VIM-2 inh
NC(=O)C1CCN(c2nc(C3CC3)nc3c2nnn3Cc2ccccc2)CC1	-3.2	3	25	-7	18	2	5	1	-4.0
O=C(CC1N=C2c3ccccc3N=C(SCc3ccccc3Cl)N2C1=O)NCc1ccco1 (centres undefined)	-0.7	-1	-21	5	-15	30	6	-4	1.0
NC(=O)CCn1c(=O)oc2ccccc21	-5.1	3	25	-10	-6	-24	0	-3	-4.2
CCn1cnc2cc(NCc3ccncc3)ccc21	-3.8	3	-27	-11	-11	14	-3	8	-0.3
NC(=O)CSc1nnc(Cn2c(=O)sc3ccccc32)n1CCc1ccccc1	-1.3	0	2	1	4	7	0	3	0.0
O=C(C(=O)c1ccc(O)cc1)c1ccccc1	-2.8	3	28	-12	3	-2	0	5	0.0
Cc1nc2sc(C(c3ccccc3)N3CCC(O)CC3)c(O)n2n1 (centres undefined)	-2.7	1	0	-6	4	-7	3	-3	-1.3
O=C(NC1CCCCC1)c1ccc(Cl)c(NC(=O)c2ccccc2F)c1	-4.6	10	6	1	1	38	1	nt	-4.1
NC(=O)COc1ccccc1C1=NO[C@@](CC(=O)O)(C(=O)Nc2ccc3c(c2)OCCO3)C1	0.1	1	36	25	-9	16	5	5	2.1
O=C(O)CCC(=O)OCC1CCCCC1	-7.2	1	12	-8	-8	11	-12	4	-3.4
CC(=O)Nc1cccc(/C(C)=N/NC(=S)NC(C)C)c1	-3.9	-2	12	-2	-13	-6	-9	2	-5.2
COc1ccc(C)cc1NC(=O)C1COc2ccccc2O1 (centres undefined)	-2.1	-7	16	-5	7	3	4	3	-2.4
CCOc1ccc(NC(=O)c2ccccc2OCC(=O)c2ccc(C)cc2)cc1	-2.3	3	3	-14	-5	4	-16	-1	-0.4
Cc1ccc(S(=O)(=O)NCC(=O)N2CCN(c3ccc(F)cc3)CC2)cc1	1.1	1	38	4	-1	5	-7	3	1.2
COc1ccc(OC)c(NC(=O)c2ccccc2N(C)S(=O)(=O)c2ccc(C)cc2)c1	-3.3	0	29	-19	-4	-3	2	7	-2.2
O=c1cc(-c2ccc(Cl)cc2)[nH][nH]1	-6.1	-4	6	8	-7	nt	11	5	-3.9
O=C(CN1C(=O)COc2ccc(Cl)cc21)NCC1CCCO1 (centres undefined)	-2.8	4	53	-7	-11	1	1	3	-3.0
O=C(Nc1ncccn1)C12CC3CC(CC(C3)C1)C2	-0.7	0	28	0	1	34	-17	nt	0.2
COc1ccccc1-c1nc(SCC(=O)Nc2cc(C)on2)c2c(=O)n(C)c(=O)n(C)c2n1	-4.0	0	65*	-10	-13	2	2	4	0.0
O=C(NCc1cccs1)c1csc2ccccc12	-1.5	3	4	18	-1	48	11	-9	-1.9
COCCN(C(=O)CCC(=O)Nc1ccccn1)C(C(=O)NC(C)(C)C)c1ccc(OC)cc1 (centres undefined)	-2.0	-7	22	-7	-18	8	-4	3	-2.5
CCOC(=O)c1ccccc1NC(=O)CSc1ncc(C(=O)OCC)c(N)n1	-5.4	-3	-56	1	-5	0	-3	-2	-4.0
COCCn1nnnc1C(c1ccc(Cl)cc1)N1CCSCC1 (centres undefined)	-1.4	-2	74*	5	-10	21	9	-1	-3.1
O=C(NC1CC1)c1ccc(-c2ccccc2)cc1	-2.9	1	20	3	-10	-6	-1	-6	-1.9
S=C(NCC1CCCO1)N1CCN(c2nc(-c3ccc(Cl)cc3)cs2)CC1 (centres undefined)	-2.2	21*	23	21*	-25	-5	4	-23	0.8

(continued)
SMILES	IMP-1 inhibitor	IDE cell inh	PHOSPHO1 inh	GPR7 antagonist	pCIP destab	NALP1 inh	PfM18AAP inh	IDE act	VIM-2 inh
CCN1CCN(CCNC(=O)c2ccc3nc(-c4cccc(C)c4)c(-c4cccc(C)c4)nc3c2)CC1	-4.2	1	28	25	-9	14	0	2	0.7
Cn1ncc(Cl)c1C(=O)Nc1ccc2c(c1)OCO2	-1.2	0	38	-22	4	14	6	2	0.0
NC(=O)C1(N2CCCCC2)CCN(C(=O)NC2CCCCC2)CC1	-1.1	-1	9	-10	-13	-28	1	-1	-0.7
Cc1ccc(C(=O)C2COC(=O)C2)cc1 (centres undefined)	-6.0	-2	0	-3	0	-2	-3	-2	-3.3
CCOC(=O)NC(NCC(O)c1ccccc1)(C(F)(F)F)C(F)(F)F (centres undefined)	-3.0	7	42	-12	5	32	-29	5	-0.5
C=CCN1CC(=O)N2C(c3ccccc3)c3[nH]c4ccccc4c3C[C@H]2C1=O (some centres undefined)	-1.5	nt	14	20	7	30	-5	2	-1.3
CCOCCCn1c(SCC(=O)NCc2ccco2)nc2c(sc3ccccc32)c1=O	0.8	-1	19	2	-4	15	5	-2	0.1
N#CCNc1ccc([N+](=O)[O-])cc1C#N	-0.5	-3	46	4	-1	nt	11	2	1.0
Nc1cc(-c2ccccc2)ccc1O	-2.7&-6.2	-1	7&-14	26&-4	-6&-2	-1&-5	35*!	5	-1.4&-1.4
CCc1sc(C(=O)NCc2ccco2)cc1C	-2.7	-2	19	3	3	19	7	4	-0.7
Cc1cc(C(=O)N2CCCC(N3CCN(c4cccc(C(F)(F)F)c4)CC3)C2)c(C)o1 (centres undefined)	-2.8	3	31	-9	-13	15	2	0	-2.9
CCCN1CCC(=O)N([C@H](COc2ccccc2)Cc2ccccc2)CC1	-1.9	-1	-13	9	-12	12	-10	0	0.5
CCc1nnc(NC(=O)C2CCCCC2)s1	-2.2	7	58	-7	5	39	6	4	-3.2
CC(C)(C)C(=O)NC(c1ccccc1)c1c(O)ccc2ccccc12 (centres undefined)	0.0	-3	28	-8	7	4	2	-1	-2.5
CCOC(=O)C(NC(=O)CC)(Nc1cc(C)on1)C(F)(F)F (centres undefined)	-2.9	-1	-27	-9	-10	0	-5	-3	-2.7
CC(=O)OCC1OC(Sc2cccc3cccnc23)C(OC(C)=O)C(OC(C)=O)C1OC(C)=O (centres undefined)	-1.8	0	30	-3	0	1	-2	0	-0.2
CN(CC(=O)Nn1cnnc1)S(=O)(=O)c1ccc(Br)cc1	-0.8	-2	28	-10	-7	12	30*	6	-0.5
COc1ccc(OC)c(CN2C(=O)c3ccccc3C2C(=O)NCc2cccnc2)c1 (centres undefined)	-3.1	2	6	-4	3	11	1	0	0.3
S=c1[nH]nc(-c2ccc(Br)o2)n1Cc1ccccc1	-4.6	0	-36	-11	16	-8	5	-17	-1.4
C=C(C)[C@@H]1CC=C(CN2CCC(N3CCC(C(=O)N4CCCC4)CC3)CC2)CC1	-1.1	1	50	-17	-6	-4	-5	1	-2.4

An excerpt from above, showing only IDE act, GPR7 antagonist and PfM18AAP inh.
Molecule,IDE act,GPR7 antagonist,PfM18AAP inh
Cn1ncc(Cl)c1C(=O)Nc1ccc2c(c1)OCO2,2,-22,6
N#CCNc1ccc([N+](=O)[O-])cc1C#N,2,4,11
CCOC(=O)NC(NCC(O)c1ccccc1)(C(F)(F)F)C(F)(F)F (centres undefined),5,-12,-29
